Screens (PubChem)
FXIIa inh: inhibitors of human coagulation factor XIIa; inhibition, % at 10 µM; hit rate 0.2% among 33,000; P00748; purified human FXIIa, AMC substrate fluorescence, 2 h; in the data active means inhibition above about 30%;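 further: 0% = enzyme with vehicle only and 100% = no enzyme blank; many of its hits are not listed in these tables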
Target sequence (P00748 20-372 limits assumed): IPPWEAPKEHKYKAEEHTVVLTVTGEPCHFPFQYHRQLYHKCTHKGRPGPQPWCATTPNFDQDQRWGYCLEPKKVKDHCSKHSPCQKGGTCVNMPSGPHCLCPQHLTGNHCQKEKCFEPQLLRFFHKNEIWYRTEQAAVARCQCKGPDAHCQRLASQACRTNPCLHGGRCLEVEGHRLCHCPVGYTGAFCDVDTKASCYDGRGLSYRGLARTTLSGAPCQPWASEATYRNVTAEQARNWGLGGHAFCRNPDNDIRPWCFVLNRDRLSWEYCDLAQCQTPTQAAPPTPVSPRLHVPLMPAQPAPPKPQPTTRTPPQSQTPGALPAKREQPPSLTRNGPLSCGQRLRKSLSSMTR
Target sequence (P00748 373-615 limits assumed): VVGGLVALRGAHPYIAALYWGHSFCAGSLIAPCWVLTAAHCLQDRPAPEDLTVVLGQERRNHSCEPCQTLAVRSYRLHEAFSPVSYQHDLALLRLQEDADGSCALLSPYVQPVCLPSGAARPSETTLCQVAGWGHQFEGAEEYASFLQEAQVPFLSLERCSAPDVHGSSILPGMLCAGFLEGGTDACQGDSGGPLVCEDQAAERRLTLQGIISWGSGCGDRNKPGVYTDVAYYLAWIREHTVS
FXIa single inh: inhibitors of human coagulation factor XIa; P03951; hit rate 0.3% among 33,000; purified human FXIa, fluorogenic AMC substrate cleavage; AID 687; inhibition, % at 10 µM;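 active means inhibition above 40% in the primary screen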;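 further: 0% = enzyme without compound and 100% = blank wells lacking enzyme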
* = called active by the depositor. Some of the compounds tested (hit frequency here may not be typical).

SMILES	FXIIa inh	FXIa single inh
COc1ccc(Br)cc1C(=O)Nc1ccc(N2CCN(S(C)(=O)=O)CC2)cc1	1	-3
CCn1c(SCC(=O)Nc2ccc(OC)cc2)nnc1-c1ccco1	-11	0
Cc1[nH]n2c(=O)c3c(nc2c1-c1ccccc1)CCC3	7	7
O=C(CSc1nnnn1C1CCCC1)Nc1ccc(F)cc1	1	-12
COc1ccccc1NC(=O)CSc1nnc(Cc2ccccc2)o1	1	-4
CCC(NS(=O)(=O)c1ccc(OC)cc1)C(=O)NCCC1=CCCCC1 (stereo unspecified)	5	-2
[O-]C1=N/[N+](=C/c2ccc(Cl)cc2)CC1	2	3
CC1C2CC(C(S(=O)(=O)N3CCOCC3)C2=O)C1(C)C (stereo unspecified)	-20	1
Cc1cc(O)c(C(C[N+](=O)[O-])c2ccc(Cl)cc2Cl)c(=O)o1 (stereo unspecified)	-8	-9
CNC(=O)C(C)NS(=O)(=O)c1ccc(F)cc1 (stereo unspecified)	15	-4
CCOc1ccc(NC(=O)CCS(=O)(=O)c2ccc3c(c2)CCCN3C(=O)CC)cc1	-8	19
COc1ccc(S(=O)(=O)NCCSCc2ccco2)cc1C	4	-2
COc1cc(OC)c(C#N)c(S(=O)(=O)Cc2ccccc2)c1	3	4
O=C(c1csc(Nc2ccccc2Cl)n1)N1CCCC1	1	5
COCCn1c(Cc2ccccc2)nnc1SCC(=O)NC(C)(C)C	3	-6
Cc1cccc(NC(=O)C2CCCN2C(=O)Oc2ccccc2)c1C (stereo unspecified)	5	-2
CCCC(CCC(=O)OC)(C(=O)OCC)c1csc(N)n1 (stereo unspecified)	-10	4
O=C(NC1CC2CCCC(C1)N2C(=O)Nc1ccc(Cl)c(C(F)(F)F)c1)C1CC1 (stereo unspecified)	3	2
Cc1ccc(CSCC(=O)N2CCN(c3ccc(F)cc3)CC2)cc1	2	3
O=C(NC1CCCC1)C(Cc1ccccc1)n1cccc1 (stereo unspecified)	8	8
CCOC(=O)Cc1cc(=O)n2[nH]c(-c3ccc(C)cc3)cc2n1	1	1
Cn1c(=O)oc2cc(S(=O)(=O)Nc3cccc4c3CCCC4)ccc21	6	5
Cc1oncc1C(=O)NC(C)C	2	-3
CCOC(=O)CON1C(=O)c2ccccc2C1=O	4	-5
CC(=O)c1c(C(C)=O)c(C)n(Cc2ccc(Cl)cc2)c1C	3	4
O=C(NCc1ccccn1)c1ccc(NC(=O)c2ccco2)cc1	6	-2
Cc1ccc(NCc2nnc(SCC#N)o2)c(C)c1	5	-7
Cc1cccnc1Nc1nc(-c2ccc(O)cc2)cs1	7	11
COc1ccc(CSC(=N)N)cc1[N+](=O)[O-]	4	-7
Cc1ccccc1-c1nc2cc(Cl)ccc2o1	1	0
Cc1cccc(OCC(=O)O/N=C(\N)c2ccccn2)c1	5	5
O=C(CSc1nnc(CNC(=O)c2ccccc2F)o1)NCCc1ccccc1	-11	-12
O=C(NCC(=O)N(Cc1ccccc1)C(C(=O)NC1CCCC1)c1cccnc1)c1ccco1 (stereo unspecified)	4	-1
CCN(CC)Cc1c(C(=O)OC)nnn1-c1nonc1N	5	1
CCC(c1nnnn1C(C)(C)CC)N(CCCO)Cc1cc2cc(C)cc(C)c2[nH]c1=O (stereo unspecified)	4	-6
Cc1cc(C)n2cc(CSc3nnc(-c4ccccc4)o3)nc2n1	3	1
O=C(Nc1ccc2c(c1)Cc1ccccc1-2)c1ccco1	3	-8
COc1cccc(NC(=O)CSc2ncnc3c2oc2ccccc23)c1	6	-3
O=C1C2C3C=CC(O3)C2C(=O)N1CC(O)c1ccccc1 (stereo unspecified)	8	1
COC(=O)c1ccc(Cc2ccccc2)o1	1	-4
CCCCc1n[nH]c2c1/C(=N/O)CC(C)(C)C2	2	7
CCOc1ccc(CCNC(=O)c2cc3ccccn3n2)cc1OCC	3	3
N#Cc1ccc(Nc2ccccc2)c(N)c1	-2	-11
O=C(CSc1ncn[nH]1)Nc1ccc(S(=O)(=O)N2CCCC2)cc1	9	4
CCCCCCCCCCCCCCCC(=O)OC[C@H](COP(=O)([O-])OCC[N+](C)(C)C)OC(=O)CCCCCCCCCCCCCCC	7	11
c1ccc(-c2c[nH]c3[n+]2CCCCC3)cc1	-14	19
Cc1cc(OCC(=O)Nc2ccc3c(c2)OCCO3)cc(C)c1Cl	-13	13
CCOc1cc(-c2nc(-c3ccccc3)c(-c3cc([N+](=O)[O-])ccc3C)[nH]2)ccc1O	6	13
O=C(Nc1ccc(C(F)(F)F)cc1)C1CC(=O)N(c2ccc3c(c2)OCCO3)C1 (stereo unspecified)	3	-12
CC(NC(=O)c1ccc(CS(=O)(=O)c2ccc(Cl)cc2)o1)c1ccc2c(c1)OCCO2 (stereo unspecified)	-4	-3
CCN(CC)S(=O)(=O)c1ccc(Cl)c(C(=O)N2CCc3ccccc32)c1	7	10
Cc1cc(C=O)c(C)n1-c1ccc(N2CCOCC2)cc1	6	0
O=C1c2ccccc2C(=O)N1c1cccnc1	4	-1
O=C(CCNS(=O)(=O)c1cccc2nsnc12)NCc1cccs1	5	-3
C=C(C)COc1ccc(-c2n[nH]c(C)c2-c2ccc(OC)cc2)c(O)c1	6	-10
COc1ccc(N(CCC#N)S(=O)(=O)c2ccc(Cl)cc2)cc1	-2	-7
CCN(C(=O)c1cc2ccccc2oc1=O)c1cccc(C)c1	-6	12
COC(=O)c1c(C(=O)OC)c2n(c1C)CCC2	2	-5
CNC(=O)COc1ccccc1C(=O)Nc1ccc2c(c1)oc1ccccc12	-5	2
Cc1ccc(S(=O)(=O)C/N=C(/NC(=S)N(c2ccccc2)c2ccccc2)c2ccccc2)cc1	5	12

Four compounds drawn at random from the list so far, as already listed:
SMILES	FXIIa inh	FXIa single inh
CCN(C(=O)c1cc2ccccc2oc1=O)c1cccc(C)c1	-6	12
Cc1ccc(S(=O)(=O)C/N=C(/NC(=S)N(c2ccccc2)c2ccccc2)c2ccccc2)cc1	5	12
CNC(=O)COc1ccccc1C(=O)Nc1ccc2c(c1)oc1ccccc12	-5	2
Cc1cc(C=O)c(C)n1-c1ccc(N2CCOCC2)cc1	6	0

(cont.)
SMILES	FXIIa inh	FXIa single inh
O=C(Nc1ccc(Cl)cc1)N1CCC(c2nc(-c3ccccc3Cl)no2)CC1	7	-11
CCC(C)[C@H](NC(=O)OC(C)(C)C)C(=O)N/N=C/c1ccc2nccnc2c1 (stereo partly specified)	-14	30
O=C(OCC#CCSc1nc2ccccc2o1)c1cc2ccccc2o1	0	-3
Cc1ccc2nc(SCC(=O)N(CC(C)C)c3c(N)n(CC(C)C)c(=O)[nH]c3=O)[nH]c2c1	-16	24
Cc1ccc(CNC(=O)C(Cc2ccccc2)NS(=O)(=O)c2cccs2)cc1 (stereo unspecified)	8	-8
CCc1cc2c(N[C@@H](C)C(=O)O)ncnc2s1	-17	0
Cc1csc(NC(=O)c2cccs2)n1	4	-1
O=C(Nc1nc2nc(-c3ccccc3)cc(=O)n2[nH]1)c1ccccc1	12	-3
Cc1ccc(C)c2c3c([nH]c12)-c1nonc1CC3	0	8
COc1ccccc1CN(Cc1cc2cc3c(cc2[nH]c1=O)OCCO3)Cc1nnnn1Cc1ccco1	6	-2
CC(=O)Nc1ccc(C(=O)NC(CC(=O)O)c2ccc(Cl)cc2)cc1 (stereo unspecified)	12	5
Cc1cc(C)cc(NC(=O)Nc2ccc3c(c2)N(C)C(=O)CS3)c1	4	5
CCOc1ccc(Nc2oc(-c3cccs3)nc2C#N)cc1	-27	-7
CCOC(=O)c1c(C)[nH]c(N=Nc2ccc(C)cc2C)c1C	-13	20
CCCCCCn1c(COc2ccccc2F)nnc1SCC(=O)N1c2ccccc2NC(=O)C1(C)C	5	-3
COc1ccc(NC(=S)NC(NC(=O)c2cccc(Cl)c2)C(Cl)(Cl)Cl)c([N+](=O)[O-])c1 (stereo unspecified)	-12	35
Cc1cc(C)n2nc(SCC(=O)N(C)C)nc2n1	2	4
C=CCn1c(CCCOc2ccc(Cl)cc2Cl)nnc1SCC(=O)Nc1nccs1	-7	-3
COc1ccccc1OCC(=O)Nc1cccc(C(=O)N2CCOCC2)c1	9	1
COc1ccc(-c2cc(O)cc(O)c2)cc1	8	3
CC1(C)SC(=S)N(Cc2ccc3c(c2)OCO3)C1N(O)C(=O)NC1CCCCC1 (stereo unspecified)	8	7
CCOc1ccc(-n2nnnc2SCC(=O)c2ccccc2)cc1	6	1
COc1ccc(N2C(=O)CSC23CCC(C(C)(C)C)CC3)cc1 (stereo unspecified)	6	-12
NC(=O)C[C@@H]1N[C@]2(C(=O)Nc3ccccc32)[C@@H]2C(=O)N(C3CCCCC3)C(=O)[C@H]12	-1	-5
CCOC(=O)c1[nH]c2ccc(OC)cc2c1NC(=O)NC(C)C	2	7
O=C1CSCC(=O)N1c1ccccc1	3	-9
Cc1cc(C)n(-c2cc(Cl)cc(Cl)c2)c(=O)c1C#N	-13	22
O=C(O)CCc1ccc(-c2cccs2)n1NC(=O)c1ccc(Cl)cc1	6	6
Cc1nc(C)c(C)nc1C	2	0
CC(C)(C)NC(=O)C(c1ccc(F)cc1)N(Cc1ccco1)C(=O)Cn1nnc(-c2cccs2)n1 (stereo unspecified)	5	2
CC(C)COC(=O)c1ccc2c(c1O)C(=O)c1ccccc1C2=O	6	-4
Cc1ccc(NC(=O)c2ccc(OC(=O)c3ccco3)cc2)cc1	1	-4
Cc1nn(Cc2ccc(F)cc2)c(C)c1NC(=O)c1cnn2c1NC(c1ccccc1)CC2C(F)(F)F (stereo unspecified)	-10	13
CCOC(=O)N1CCC(NC(=O)c2cc(C(=O)NCC(OC)OC)ccc2CO)CC1	6	-1
COc1ccc2c(C)cc(SCC#N)nc2c1	1	3
CCOc1ccc(-n2c(=O)[nH]cc(C(=O)N3CCc4ccccc43)c2=O)cc1	2	-9

Next section, starting with the last 4 of the part before.
SMILES	FXIIa inh	FXIa single inh
Cc1nn(Cc2ccc(F)cc2)c(C)c1NC(=O)c1cnn2c1NC(c1ccccc1)CC2C(F)(F)F (stereo unspecified)	-10	13
CCOC(=O)N1CCC(NC(=O)c2cc(C(=O)NCC(OC)OC)ccc2CO)CC1	6	-1
COc1ccc2c(C)cc(SCC#N)nc2c1	1	3
CCOc1ccc(-n2c(=O)[nH]cc(C(=O)N3CCc4ccccc43)c2=O)cc1	2	-9
O=C(c1cc(-c2ccccc2Cl)on1)N1CCN(C(=O)c2ccco2)CC1	3	8
COc1ccccc1CNC(=O)CCCOc1cc(=O)n(C)c2ccccc12	11	2
Cc1ccc2c(c1)NC(C(C)(C)C)CO2 (stereo unspecified)	-15	-13
CCOc1ccc(OCCN2C(=O)NC(Cc3c[nH]c4ccccc34)C2=O)cc1 (stereo unspecified)	4	6
Cn1nnnc1Sc1nc(-c2cccnc2)nc2ccccc12	-19	4
COCCN(C(=O)c1csnn1)C(C(=O)NC1CCCCC1)c1sccc1C (stereo unspecified)	3	-10
O=S(=O)(Cc1ccccc1)N1CCN(Cc2ccc3c(c2)OCO3)CC1	4	0
Cc1c(C(=O)NCC2CCCO2)oc2ccc(S(=O)(=O)N3CCCC3)cc12 (stereo unspecified)	5	-6
Cc1cc(C)c(C)c(OCCCn2ccnc2)c1	14	8
Cc1csc(NC(=O)Cc2nn(C)c(=O)c3ccccc23)n1	1	1
CCOC(=O)N1CCN(S(=O)(=O)c2ccc(C)c(C)c2C)CC1	4	-3
CCOC(=O)c1nnn(-c2nonc2N)c1CSc1ccccc1	-2	-3
COC(=O)c1ccc(C)c(NS(=O)(=O)c2ccc(OC)c(OC)c2)c1	3	1
CN1C(=O)NC(c2ccccc2)C2=C1CN(CCc1ccccc1)C2=O (stereo unspecified)	3	-9
CCOc1ccc2c(c1)sc(=NC(=O)C1CC1)n2C	1	6
CS(=O)(=O)N(CC(=O)Nc1ccc(Cl)c(Cl)c1)C1CCCCC1	2	6
Cc1cccc(-n2c(N)cc(=O)nc2SCC(=O)Nc2nnc(CC(C)C)s2)c1	8	6
CS(=O)(=O)N(CC(=O)N1CCc2ccccc2C1)c1ccc2c(c1)OCO2	2	-6
O=C(NC(=S)Nc1ccccc1N1CCCCC1)c1ccc(-c2cccc([N+](=O)[O-])c2)o1	1	-4
O=C(NCCCn1ccnc1)c1ccncc1	2	4
COCCn1c(CN(C)Cc2ccccc2)nc2c1c(=O)n(C)c(=O)n2C	1	1
CCCCCC(=O)NC(=S)NNC(=O)CC	9	1
CC(Nc1cccc2ccccc12)C(=O)N/N=C/c1ccccn1 (stereo unspecified)	10	0
CN(c1ncc(C(F)(F)F)cc1Cl)n1cc(C(=O)O)c2ccccc2c1=O	6	6
COc1ccc(-c2nnc(SCC(=O)Nc3sc4c(c3C#N)CCCC4)n2-c2ccccc2)cc1	3	-6
CCOC(=O)/C(C#N)=C/C1=C(N2CCCC2)CC(C)(C)OC1	3	-1
Cc1cccc(NC(=O)COC(=O)CNC(=O)C2CCCCC2)c1	12	-5
CN(Cc1ccccc1)c1nc(N)c([N+](=O)[O-])c(Nc2cccc(F)c2)n1	6	-8
CCOC(=O)c1ccccc1OCc1cc(/C=N/n2cnnc2)ccc1OC	0	4
COc1ccc(S(=O)(=O)c2c(N)n(Cc3ccco3)c3nc4ccccc4nc23)cc1	-4	0
Nc1cc(=O)[nH]c(SCC(=O)Nc2ccc(S(=O)(=O)N3CCOCC3)cc2)n1	-18	22
CC(C)Cn1c(-c2cccs2)nc2nc3ccccc3nc21	-18	-9
O=C1C=C(NCc2ccc(Cl)c(Cl)c2)C2(CCCCC2)O1	3	13
COCCNC(=O)c1cc(Br)ccc1Cl	1	0
CC(C)OC(=O)c1cccc(C(=O)Oc2ccccc2)n1	8	-8
CCc1cc2c(=O)n(Cc3ccco3)c(SCc3c(C)noc3C)nc2s1	-10	-1
CSc1nc(C)cc(SC(C(C)=O)C(=O)Nc2ccccc2)n1 (stereo unspecified)	4	0
